From PubChem
BLM helicase inh – inhibitors of human Bloom syndrome helicase BLM; P54132; recombinant BLM DNA unwinding, fluorescence dequenching; Potency, µM (top dose mostly 56.1 µM), for inactives: top-dose activity change, negative = inhibition, actives largely listed as inhibitors; 350,000 compounds, 0.2% hits; AID 2528;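 also: plate controls were vehicle for no effect and no enzyme for full effect; nearly all actives have a fitted effect of over 35% in size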
GLS inh – inhibitors of human glutaminase (GLS) | O94925 | GLS enzymatic activity, qHTS titration | Potency, µM (top dose mostly 45.5 µM), without a hit: top-dose activity change, negative = inhibition, actives largely listed as inhibitors | 410,000 compounds, 0.21% hits | AID 624170; also: % is scaled to controls: 0 for no effect and ±100 for the full control effect
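Coupled fluorescence readout: glutamate oxidase/HRP/Amplex Red detect glutamate formed by hKGA from L-glutamine (1 mM solution added). Buffer 45 mM KH2PO4 pH 8.2, 0.02% Tween-20; reads at t0 and 30 min RT.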
HP1b binding inh – blocks HP1-beta chromodomain binding to methylated histone tails; P83916; 390,000 compounds, 0.56% hits; Potency, µM (top dose mostly 114 µM), inactives show top-dose activity change, negative = inhibition, actives largely listed as inhibitors; AlphaScreen HP1-beta / biotin-H3K9me3 peptide binding; also: nearly all actives have a fitted effect of over 70% in size; inactives centre near 23
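AlphaScreen: HP1-beta (50 nM) preformed 30 min with biotin-H3(1-18)K9me3 peptide (50 nM) in PBS pH 7.4, 0.01% Tween-20. Compound added for 30 min at RT, then streptavidin donor/nickel chelate acceptor beads (10 ug/mL) for 30 min.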
BAZ2B block – inhibitors of human BAZ2B bromodomain; AlphaScreen BAZ2B-H3K14Ac peptide displacement; Potency, µM (doses to about 114 µM), for inactives: top-dose activity change, negative = inhibition, actives largely listed as inhibitors; 360,000 compounds, 4.4% hits; also: % is scaled to controls: 0 for no effect and ±100 for the full control effect; nearly all actives have a fitted effect of over 60% in size
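AlphaScreen displacement of biotin-H3(5-23)K14Ac peptide (50 nM final) from BAZ2B (50 nM final) in PBS pH 7.4, 0.01% Tween-20; complex preformed 30 min RT, then compounds (top 110 uM) 30 min RT, beads 20 min dark.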
PGK inhibitor – T. brucei PGK inhibition | Potency, µM (doses to about 57.5 µM), inactives show at the top dose activity change, negative = inhibition, hits mostly inhibitors | 380,000 compounds, 0.043% hits | PGK/GAPDH coupled, Kinase-Glo luminescence, 60 min; also: % is scaled to controls: 0 for no effect and ±100 for the full control effect; nearly all actives have a fitted effect of over 60% in size
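Luminescent ATP detection (Kinase-Glo Plus) follows a 60-minute room-temperature incubation, with wells lacking PGK as controls. Buffer: 100 mM TEA (pH 7.6), 5 mM MgCl2, 0.01% Tween-20. Coupling enzyme GAPDH (100 nM final) supplies unstable 1,3-BPG in-well.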
Pol iota inh – inhibitors of human DNA polymerase iota. Q9UNA4. Pol iota fluorescent replication assay, 10 min. Potency, µM (doses to about 115 µM), without a hit: at the top dose activity, negative = inhibition, hits mostly inhibitors. 390,000 compounds, 1% hits. AID 588590
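Fluorescent replication assay read twice, at 0 min and 10 min after adding 50 nM (final) substrate. Enzyme (10 nM) and compounds were first incubated 15 min at room temperature; enzyme-free buffer wells were negative controls.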
JMJD2A Tudor inh – blocks the human JMJD2A Tudor domain; O75164; AlphaScreen JMJD2A-Tudor / H3K4me3 peptide binding; Potency, µM (series often up to 114 µM), inactives show at the highest dose activity change, negative = inhibition, hits mostly inhibitors; 390,000 compounds, 4.4% hits; AID 504339; also: % is scaled to controls: 0 for no effect and ±100 for the full control effect; nearly all actives have a fitted effect of over 50% in size
Target sequence (O75164 whole entry, looked up, the tested form may be a part): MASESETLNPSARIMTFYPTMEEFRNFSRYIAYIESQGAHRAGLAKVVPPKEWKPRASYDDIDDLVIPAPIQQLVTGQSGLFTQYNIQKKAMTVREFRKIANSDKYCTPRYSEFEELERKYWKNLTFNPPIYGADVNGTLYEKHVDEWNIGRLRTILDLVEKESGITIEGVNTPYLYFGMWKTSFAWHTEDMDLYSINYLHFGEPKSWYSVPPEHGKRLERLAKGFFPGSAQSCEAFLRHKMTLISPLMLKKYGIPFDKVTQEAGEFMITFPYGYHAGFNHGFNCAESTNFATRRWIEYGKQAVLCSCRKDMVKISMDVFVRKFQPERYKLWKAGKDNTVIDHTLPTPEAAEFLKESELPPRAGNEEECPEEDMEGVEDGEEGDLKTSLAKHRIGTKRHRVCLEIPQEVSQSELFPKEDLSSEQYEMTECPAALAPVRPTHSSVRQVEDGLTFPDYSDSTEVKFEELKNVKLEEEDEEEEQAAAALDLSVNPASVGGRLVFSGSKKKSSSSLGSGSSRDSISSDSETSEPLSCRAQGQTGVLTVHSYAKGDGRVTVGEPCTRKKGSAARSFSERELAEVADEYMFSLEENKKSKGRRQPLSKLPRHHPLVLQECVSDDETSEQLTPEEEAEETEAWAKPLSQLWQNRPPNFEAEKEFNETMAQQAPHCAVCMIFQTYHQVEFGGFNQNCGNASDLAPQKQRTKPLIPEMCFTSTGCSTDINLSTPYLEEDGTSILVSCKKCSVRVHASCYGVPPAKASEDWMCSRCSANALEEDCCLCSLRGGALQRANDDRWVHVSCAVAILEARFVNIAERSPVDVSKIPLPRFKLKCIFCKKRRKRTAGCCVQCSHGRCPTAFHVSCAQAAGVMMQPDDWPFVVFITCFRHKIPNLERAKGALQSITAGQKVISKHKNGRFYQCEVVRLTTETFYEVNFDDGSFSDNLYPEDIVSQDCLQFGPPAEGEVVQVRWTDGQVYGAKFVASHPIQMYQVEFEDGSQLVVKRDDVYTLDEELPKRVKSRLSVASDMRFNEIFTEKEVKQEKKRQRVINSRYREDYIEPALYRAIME
G9a inh – blocks human histone lysine methyltransferase G9a | Potency, µM (highest dose often 102 µM), for inactives: top-dose activity, negative = inhibition, usual class: inhibitors | AID 504332 | G9a H3K9 monomethylation, AlphaScreen, 2 h | Q96KQ7 | 350,000 compounds, 8.8% hits; also: % is scaled to controls: 0 for no effect and ±100 for the full control effect; nearly all actives have a fitted effect of over 75% in size
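Compounds were preincubated with 20 nM G9a for 15 min, after which biotinylated H3K9 peptide (500 nM) and SAM (20 uM) started a 2 h room-temperature reaction. Monomethylated product was quantified by antibody-based AlphaScreen chemiluminescence.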
Pin1 inhibitor – human Pin1 inhibition. Q13526. Pin1 FP peptide displacement, HiFluor488, 10 min. Potency, µM (doses to about 115 µM), inactives show at the top dose activity, negative = inhibition, hits mostly inhibitors. 390,000 compounds, 0.009% hits. AID 504891; active = well fitted inhibition curve with a large enough effect in the polarisation, with a control signal flat, not every such curve was filed as active; inconclusive = small, poorly fitted or top-dose-only effect, or effect the other way, or a change in a side signal; inactive = no such curve, though single readings can be large or run the other way; the % refers to the polarisation; also: % is scaled to controls: 0 for no effect and ±100 for the full control effect
An asterisk follows results filed as active; i = inactive; ? = inconclusive; / = no result given; [ ] = another dose, or the depositor's remark. Unless noted, calls follow the shape of the dose curve; as a rule, active = well fitted curve in the direction sought with a large enough effect; inconclusive = small, poorly fitted or top-dose-only effect, or another doubt; inactive = no such curve, though single readings can be large; an effect the other way counts as inactive or inconclusive. Potency is read from the fitted curve at half-maximal effect. Only part of the results is shown. The share of hits here may be higher or lower than overall.

No.	Molecule	G9a inh	Pol iota inh	PGK inhibitor	JMJD2A Tudor inh	Pin1 inhibitor	BLM helicase inh	GLS inh	HP1b binding inh	BAZ2B block
1	CC(Sc1nnc(C2CC2)n1-c1ccccc1)C(=O)N1CCCC1 (stereo unspecified)	8%[0.501 µM]	33%[activator]	i	?	-1%	/	-5%	51%[activator]	?
2	CC(C)CC(=O)Nc1ccc(S(=O)(=O)N2CCCC2)cc1	18%[59 µM]	19%	i	-11%	4%	-6%	-1%	27%	0%
3	Cc1[nH]nc(SCC(=O)NCc2ccc(F)cc2)c1[N+](=O)[O-]	-16%	128%[activator]	-1%	0%	-2%	0%	35%[activator]	18%	4%
4	CCOc1cc(NC(=S)NCCCN2CCOCC2)c(OCC)cc1NC(=O)c1cccc(C)c1	15%[12.7 µM]	3%	0%	-14%	-5%	-2%	4%	29%	-29%
5	Nc1sc(-c2ccccc2)cc1-c1n[nH]c(=S)n1C1CCCCC1	4%[59 µM]	22%	-3%	-16%	?	-6%	-9%	35%	-4%
6	O=C(NCc1ccc2c(c1)OCO2)c1n[nH]c(=O)c2ccccc12	-34%	15%	-5%	-17%	-1%	-1%	-12%	10%	13%
7	Cc1nn(-c2ccc(Cl)c(Cl)c2)c(C)c1C(=O)O	3%	30%	i	12%	-4%	-4%	0%	61%[activator]	-9%
8	CCCc1nc(S(=O)(=O)Cc2ccc(Cl)cc2Cl)n[nH]1	?	-12%[58.9 µM]	-7%	?	-14%	-9%	-1%	-12%	?
9	CCCN1CCN(c2ncnc3sc(C(=O)Nc4cccc(Cl)c4C)c(C)c23)CC1	7%[12.7 µM]	2%	3%	-26%	14%	1%	5%	9%	-28%
10	CN(CC(=O)NC(c1ccccc1)c1ccccc1)Cc1nc2ccccc2c(=O)[nH]1	3%	4%	4%	-30%	1%	2%	25%	23%	7%
11	Oc1c(Br)cc(C=Nc2ccc3nc(-c4ccccc4)[nH]c3c2)c(O)c1Br	28µM*	?	-22%	?	14%	-15%	?	-16%	40µM*
12	CC(C)(C)c1ccc(OCc2nnc(-c3ccccc3)o2)cc1	97%[activator][59 µM]	-25%	-2%	143%[activator]	-1%	-10%	-14%	188%[activator]	151%[activator]
13	CCOC(=O)C1C(=O)CC(C)(O)C(C(=O)OCC)C1c1ccccc1OC (stereo unspecified)	4%[12.7 µM]	15%	-6%	-26%	-1%	-7%	-5%	-2%	-4%
14	CCn1c(=S)sc2c(=O)n(CC(=O)Nc3cccc(OC)c3)c(C)nc21	6%	-2%	-4%	1%	-3%	1%	2%	37%	-16%[57.1 µM]
15	O=C1OC(N2C(=O)CC[C@H]2C(=O)Nc2ccc(Br)cc2F)c2ccccc21 (stereo partly specified)	/	-7%	-1%	-3%	2%	3%	-3%	15%	8%

Other structures.
No.	Molecule	G9a inh	Pol iota inh	PGK inhibitor	JMJD2A Tudor inh	Pin1 inhibitor	BLM helicase inh	GLS inh	HP1b binding inh	BAZ2B block
16	COc1ccc(-c2[nH]c(-c3cccc(OC)c3)nc2SCC(=O)Nc2ccc3c(c2)OCO3)cc1	10µM*	19%	-3%	?	31%[activator]	-12%	-13%	?	?
17	CC1=CC(=O)Nc2ccccc2S1	/	-18%	-6%	-26%	?	/	0%	0%	/
18	CC(NC(=O)COC(=O)/C=C/c1cccc(C(F)(F)F)c1)c1ccccc1 (stereo unspecified)	-12%[59 µM]	24%	i	-3%	-5%	2%	-5%	30%	6%
19	CC(C)c1ccc(/C=C2\C(=N)N3N=C(CC(=O)N4CCCCC4)SC3=NC2=O)cc1	-19%	20µM*	-4%	-17%	-8%	-3%	-1%	38%[activator]	-2%
20	COc1ccc(Br)cc1CN(C)C(=O)c1ccncc1	-11%	36%[activator]	-10%	-15%	-6%	0%	2%	21%	-1%
21	CCc1cc2c(=O)oc(-c3ccccc3F)nc2s1	62%[activator]	?	0%	100%[activator]	-1%	-20%	1%	117%[activator]	49%[activator]
22	COc1ccc(C2c3[nH]c4ccccc4c3CCN2C(=O)c2cn3ccccc3n2)c(F)c1 (stereo unspecified)	/	-2%	-1%	?	24%	-11%	-1%	-5%	22µM*
23	CN1CCN(S(=O)(=O)c2csc(C(N)=O)c2)CC1	?	6%	1%	-5%	3%	1%	0%	10%[57 µM]	-1%
24	CN1CCc2[nH]c3ccc(Cl)cc3c2C1	/	10%	/	-11%[57.1 µM]	-2%	/	/	15%[57 µM]	/
25	CSc1ccccc1NC(=O)c1cccs1	4%[59 µM]	3%	-1%	-9%	1%	-1%	6%	32%	1%
26	COc1ccccc1CCC(=O)NNC(=O)c1ccccc1	24%	-7%	-10%	-3%	0%	0%	-3%	23%	8%
27	Cc1ccc(-c2nc3scc(CCNS(=O)(=O)c4ccc(C)c(C)c4)n3n2)cc1	2%[59 µM]	33%[activator]	-5%	-18%	-3%	0%	3%	30%	-1%
28	O=C(Nc1ccc(S(=O)(=O)N2C[C@@H]3C[C@@H](C2)c2cccc(=O)n2C3)cc1)c1ccc(F)cc1	-1%[0.501 µM]	18%	7%	-2%	-5%	/	-5%	31%	8%
29	COc1ccc(-c2csc(NC(=O)C3COc4ccccc4O3)n2)cc1OC (stereo unspecified)	/	18%	6%	?	?	-16%	0%	6%	-35%
30	COc1cccc(N2CCN(CC(=O)Nc3ccccc3C(=O)NCCc3ccccc3)CC2)c1	-5%[2.33 µM]	-10%	-5%	-30%	-2%	/	13%	9%	?

Part of the list above, limited to JMJD2A Tudor inh and HP1b binding inh.
entry	compound	JMJD2A Tudor inh	HP1b binding inh
25	CSc1ccccc1NC(=O)c1cccs1	-9%	32%
26	COc1ccccc1CCC(=O)NNC(=O)c1ccccc1	-3%	23%
27	Cc1ccc(-c2nc3scc(CCNS(=O)(=O)c4ccc(C)c(C)c4)n3n2)cc1	-18%	30%
28	O=C(Nc1ccc(S(=O)(=O)N2C[C@@H]3C[C@@H](C2)c2cccc(=O)n2C3)cc1)c1ccc(F)cc1	-2%	31%

Continuation:
No.	Molecule	G9a inh	Pol iota inh	PGK inhibitor	JMJD2A Tudor inh	Pin1 inhibitor	BLM helicase inh	GLS inh	HP1b binding inh	BAZ2B block
31	CC1CC1C(=O)OCC(=O)NNC(=O)COc1ccc(Br)cc1 (stereo unspecified)	-28%	23%	0%	-11%	1%	/	2%	27%	-9%
32	Cc1ccc(C(C(=O)NCc2ccccc2)N(C(=O)c2csnn2)c2cccc3ccccc23)o1 (stereo unspecified)	-41%[59 µM]	6%	4%	?	22%	-6%	11%	8%	-37%
33	COc1ccc(C(C)=O)cc1CSc1nc2ccccc2c(=O)n1-c1ccccc1	66%[activator][59 µM]	-14%	-13%	-2%	1%	-10%	1%	25%	13%
34	CCOC(=O)c1cccc(NC(=O)Nc2ccc3c(c2)N(C)C(=O)c2ccccc2S3)c1	?	-12%	i	-27%	-2%	-8%	8%	10%	-11%
35	O=C(C1CCN(S(=O)(=O)c2ccccc2)CC1)N1CCCCCC1	/	-2%	6%	-4%	-12%	1%	5%	13%	1%
36	Cc1c(C(=O)NCCSCc2ccco2)cccc1[N+](=O)[O-]	8%[59 µM]	-5%	i	4%[57.1 µM]	1%	-1%	2%	27%	-10%
37	C/C(=N\OCC(=O)Nc1c(C)cc(C)cc1C)c1ccc2c(c1)OCCO2	?	3%	-6%	-20%	1%	-3%	2%	20%	7%
38	O=C(CSc1nnc(-c2ccccc2)c(-c2ccccc2)n1)NC1CCS(=O)(=O)C1 (stereo unspecified)	-4%	89%[activator]	-3%	?	4%	-7%	4%	2%	-1%
39	COc1ccc(OCc2cc(C(=O)NCCCc3ccccc3)no2)c(Cl)c1	115%[activator]	2%	7%	33%	0%	-10%	1%	66%[activator]	17%
40	CC(Sc1nnc(N)s1)C(=O)Nc1ccc2c(c1)OCO2 (stereo unspecified)	45µM*	?	4%	-27%	2%	/	-3%	34%	12%
41	COC(=O)CN1C(=O)N/C(=C/c2ccc(OC)cc2)C1=O	4%	43%[activator]	-1%	-18%	-8%	4%	-4%	27%	9%
42	COc1ccc(/C=C(\NC(=O)c2ccccc2)C(=O)N2CCN(C)CC2)cc1	6%	96%[activator]	0%	-6%	-2%	-2%	-1%	19%	3%
43	COc1ccc2oc(C(=O)c3ccccc3)c(NC(=O)CN3CCN(C)CC3)c2c1	?	52%[activator]	-2%	-30%	-1%	43%[activator]	5%	-5%	?
44	O=c1c2cc(-c3ccccc3)sc2nc2n1N=C(c1cccs1)CS2	11µM*	5%	i	-11%	-6%	-2%	-1%	22%	-16%
45	O=C(c1ccc2ccccc2c1)N1CCN(c2ccc(C(F)(F)F)cn2)CC1	0%	11%	-5%	-9%	?	-5%	2%	52%[activator]	0%

Further compounds follow:
No.	Molecule	G9a inh	Pol iota inh	PGK inhibitor	JMJD2A Tudor inh	Pin1 inhibitor	BLM helicase inh	GLS inh	HP1b binding inh	BAZ2B block
46	Cc1cc(NC(=O)CSc2nnc(-c3ccoc3C)n2N)no1	?	-13%	-5%	-33%	0%	-10%	-2%	11%	-7%
47	COc1cc(OC)c(NC(=O)CCn2cnc3onc(-c4ccc(F)cc4)c3c2=O)cc1Cl	-24%[59 µM]	-14%	4%	-15%	2%	0%	-3%	13%	6%[57.1 µM]
48	O=C(NCc1ccccn1)c1ccc(NS(=O)(=O)c2cccc(Cl)c2)cc1	/	-6%	-7%	-10%	-4%	-4%	7%	20%	-4%
49	COc1ccccc1-c1ccc(=O)n(CC(=O)NCc2ccc3c(c2)OCO3)n1	-17%	7%[58.9 µM]	-7%	-1%	2%	-2%	4%	21%	-24%
50	Cc1ccc(OCCCn2c(CO)nc3ccccc32)cc1	1%[12.7 µM]	-1%	0%	-22%	0%	-1%	7%	10%	-5%
51	O=C(c1cccs1)N1CCCc2cc(NS(=O)(=O)c3cc(F)ccc3F)ccc21	3%[59 µM]	?	i	-21%	-11%	-2%	4%	20%	?
52	Cc1ccsc1C(=O)OCC(=O)Nc1ccc(Cl)cc1C(F)(F)F	-16%	0%	-7%	-12%	6%	4%	-4%	43%[activator]	-5%
53	CNC(=O)COC(=O)c1ccccc1Nc1ccccc1	53%[activator]	100%[activator]	-6%	-11%	-7%	-2%	0%	17%	-11%
